From PubChem BioAssay
Rpn11 block: inhibitors of human proteasome Rpn11 | human 26S proteasome, Ub4-pepOG fluorescence polarization; 20S core pre-blocked with epoxomicin | 360,000 tested, 0.59% active | calls only at 20 µM | O00487;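 active means inhibition at 20 µM, scaled to each plate's controls, above about 33%, limit read from the data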
SKN-1 inh: inhibitors of C. elegans SKN-1 | inhibition, % at 21.8 µM | 360,000 tested, 0.49% active | C. elegans VP596 Pgst-4::GFP/RFP ratio, acrylamide-induced, 24 h | AID 624304;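 active means interference check ratio from 0.5 to 1.5 plus GFP to RFP signal ratio inhibition reaching or exceeding a fixed threshold, cut at about 30% in these data, passing the limit was not always enough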; further: some compounds called inactive have numbers as strong as hits
Neddylation inh: cullin neddylation inhibition; P61081+Q13564; TR-FRET cullin neddylation, biochemical; calls only at 25 µM; 360,000 tested, 0.58% active; AID 651699; in the data active means inhibition above about 36%
NadD block: inhibitors of Staphylococcus aureus NadD; purified NadD enzyme, colorimetric absorbance read-out; inhibition, % at 20 µM; 360,000 tested, 0.78% active; AID 602399; in the data active means inhibition above about 26%; further: some compounds past the cut are filed as inactive
FAS-TE inh: FAS thioesterase (human) inhibition; inhibition, % at 15 µM; P49327; recombinant FAS-TE, OMFH fluorogenic substrate, fluorescence endpoint; 360,000 tested, 0.67% active;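 active means compounds whose normalised, plate-corrected inhibition of enzyme fluorescence in the single-dose primary screen is 50% or more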;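 further: 0% = DMSO with enzyme and 100% = substrate without enzyme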
Rin1-Abl PPI inh: blocks binding of human Rin1 to Abl; AID 588664; inhibition, % at 7.35 µM; 360,000 tested, 0.4% active; TR-FRET Rin1/Abl binding, biochemical; in the data active means inhibition above about 5%, passing the limit was not always enough
MT1-MMP act inh: MT1-MMP (human) activation inhibition. P50281. HT1080 RFP-PRO-GFP cells, GFP/RFP ratio fluorescence, overnight; percent of plate control window, DMSO zero. GFP/RFP ratio change, % at 20 µM. 360,000 tested, 0.061% active;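 active means GFP/RFP ratio change of at least 30% with cell ATP level not reduced by more than half and red fluorescence within 50% of control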; further: strong numbers were not always called active
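system = RFP-PRO-GFP reporter HT1080 cells | dosing = 20 µM single dose, 1% DMSO | timing = overnight cell settling, then overnight compound exposure, 37 °C, 5% CO2 | read-out basis = GFP/RFP fluorescence ratio | controls = DMSO and RFP-L50D-GFP cell wells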
CSN inh: blocks human CSN-mediated cullin deneddylation. Q92905. Purified CSN, SCF-Nedd8-OG deneddylation, fluorescence polarization. inhibition, % at 12.5 µM. 360,000 tested, 0.38% active;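 active means pattern-corrected inhibition above about 35%, with an unprinted fluorescence ratio check between 0.5 and 1.5, limit read from the data, passing the limit was not always enough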;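 further: 0% = enzyme with substrate and 100% = substrate without enzyme; some results filed as inactive read as strong as hits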
Target sequence (Q92905 whole entry, looked up, one chain of several): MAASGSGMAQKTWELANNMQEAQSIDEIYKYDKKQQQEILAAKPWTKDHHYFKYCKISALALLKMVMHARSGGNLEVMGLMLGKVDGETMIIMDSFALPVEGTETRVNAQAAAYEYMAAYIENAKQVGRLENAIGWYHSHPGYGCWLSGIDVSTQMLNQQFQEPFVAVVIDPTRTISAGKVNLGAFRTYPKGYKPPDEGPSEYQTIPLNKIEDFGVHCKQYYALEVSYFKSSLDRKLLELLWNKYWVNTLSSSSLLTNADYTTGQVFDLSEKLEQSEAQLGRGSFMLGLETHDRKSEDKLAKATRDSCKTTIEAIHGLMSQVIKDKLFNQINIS
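Test system: purified human Csn5 enzyme expressed in HEK293T cells. Amount: 0.24 nM enzyme. Reagent: SCFSkp2-Nedd8OG substrate at 10 nM final. Schedule: 90 min incubation of compound, enzyme and substrate at room temperature. Detection: fluorescence polarization. Read-out: % inhibition of substrate cleavage by Csn5.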
MLLE-PAM2 inh: inhibitors of microRNA-mediated deadenylation, human PABP1 MLLE binding. P11940. GST-MLLE / FITC-PAM2 fluorescence polarization. inhibition, % at 20 µM. 360,000 tested, 0.36% active; in the data active means inhibition above about 35%, passing the limit was not always enough;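 further: plate controls were DMSO wells with GST-MLLE for no effect and wells lacking GST-MLLE protein for full effect; some results filed as inactive read as strong as hits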
Target sequence (P11940 whole entry, looked up): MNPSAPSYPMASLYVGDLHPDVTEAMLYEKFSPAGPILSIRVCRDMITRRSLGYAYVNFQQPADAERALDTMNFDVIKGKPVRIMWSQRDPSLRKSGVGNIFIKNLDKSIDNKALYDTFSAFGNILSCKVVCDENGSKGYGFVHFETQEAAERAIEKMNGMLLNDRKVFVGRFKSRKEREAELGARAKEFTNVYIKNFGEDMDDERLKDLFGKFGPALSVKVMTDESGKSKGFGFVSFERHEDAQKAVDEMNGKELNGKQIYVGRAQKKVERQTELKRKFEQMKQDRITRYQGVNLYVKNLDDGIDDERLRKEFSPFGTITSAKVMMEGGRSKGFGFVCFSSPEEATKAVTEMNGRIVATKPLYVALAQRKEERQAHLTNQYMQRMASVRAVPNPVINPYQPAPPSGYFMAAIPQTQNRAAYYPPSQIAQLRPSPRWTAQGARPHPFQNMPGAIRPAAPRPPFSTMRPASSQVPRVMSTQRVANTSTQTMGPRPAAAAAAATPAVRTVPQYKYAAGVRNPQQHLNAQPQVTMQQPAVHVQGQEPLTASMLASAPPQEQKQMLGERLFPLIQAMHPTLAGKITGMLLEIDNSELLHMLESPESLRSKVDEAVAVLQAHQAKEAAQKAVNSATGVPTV
* hit, by the source's call; i = inactive; nt = not tested or not shown.

smiles,Rpn11 block,SKN-1 inh,Neddylation inh,NadD block,FAS-TE inh,Rin1-Abl PPI inh,MT1-MMP act inh,CSN inh,MLLE-PAM2 inh
COc1ccc(/C=N/NC(=O)Cc2csc(Nc3cccc(C(F)(F)F)c3)n2)c(OC)c1,i,3,i,33*,21,0,5,4,-17
CN(CCc1ccccc1)C(=O)c1cccc(NC(=O)Cc2cccc(NC(=O)C3CCCN(C(=O)c4ccccc4)C3)c2)c1 (centres undefined),i,-2,i,5,-11,-4,-8,5,2
Cc1cc(C)cc(N(CCC(=O)Nc2nnc(C3CC3)s2)S(=O)(=O)c2ccc(Cl)cc2)c1,i,-4,i,4,13,1,-14,-10,8
CC(=O)Nc1ccc(N(C(=O)Cc2c[nH]c3ccccc23)C(C(=O)NC2CCCCC2)c2ccco2)cc1 (centres undefined),i,10,i,1,-1,2,0,-3,-3
CCc1cc(=O)n2[nH]c(C)c(-c3ccccc3OC)c2n1,i,-2,i,0,-9,-1,-6,2,-4
COc1cccc(CNC(=O)CCNC(=O)c2ccc(Br)o2)c1,i,11,i,-2,-6,-1,-2,-2,-7
CCCSc1nnc(NC(=O)Cc2ccc(OC)c(OC)c2)s1,i,-14,i,-9,-4,-1,-3,1,4
COc1ccc(NC(=S)Nc2cccc3cnccc23)cc1,i,-3,i,-2,-5,-2,-1,23,20
O=C(O)c1ccc(CS(=O)c2cccc(C(F)(F)F)c2)o1 (centres undefined),i,-10,i,-5,-13,-2,-4,-8,3
Cc1cc(C(=O)Nc2ccc(OCc3ccccc3)cc2)c(C)o1,i,8,i,-6,25,2,1,-6,7
O=C(CC1C[C@H](C(=O)N2CCOCC2)[C@@]2(CCC3CCCC3)c3[nH]c4ccccc4c3CCN2C1=O)NCC12CC3CC(CC(C3)C1)C2 (some centres undefined),i,2,i,22,89*,-3,-31,-4,3
CCN(C(=O)COC(=O)c1cc(-c2ccccc2)nc2c1c(C)nn2-c1ccccc1)C1CCS(=O)(=O)C1 (centres undefined),i,1,i,-10,16,-4,2,-3,8
CC(Oc1ncnc2ccccc12)C(=O)Nc1cccc(S(=O)(=O)N2CCOCC2)c1 (centres undefined),i,-4,i,1,-11,3,-4,2,13
Cc1ccc2c(Cl)cc(Cl)c(OCC(=O)O)c2n1,i,9,i,7,-4,3,2,-7,0
CC(=O)N1CCN(c2nc(CC(C)C)c3c(c2C#N)CCC3)CC1,i,21,nt,-3,-23,2,1,1,-4
Cc1ccc(S(=O)(=O)Oc2ccccc2/C=C2\SC(=O)NC2=O)cc1,i,-9,i,-1,-2,1,-2,11,-5
CCC1CSC(Nc2ccc(C(=O)/C=C/c3cccc(C)c3)cc2)=N1 (centres undefined),i,54*,i,2,33,0,-10,4,-18
CC(C)NC(=O)C1(C)CCN1C(=O)c1c(F)cccc1F (centres undefined),i,4,i,0,-6,3,5,-1,4
CCCN(CC(=O)Nc1ccccc1C)C(=O)CCN1C(=O)c2cccc([N+](=O)[O-])c2C1=O,i,3,i,-1,3,1,-3,3,-3
C#CCN(C[C@@H]1[C@@H](OC(=O)NC2CCCC2)[C@@H](OC(=O)NC2CCCC2)Cn2c(=O)ccc(=O)n21)S(=O)(=O)c1ccc(C)cc1,i,-24,i,1,-4,-4,-9,4,-6
COc1ccc(NC(=O)COC(=O)c2ccc(NS(=O)(=O)/C=C/c3ccccc3)cc2)cc1,i,12,i,9,25,-5,4,0,-2
O=C(CN1CCN(c2ccccc2)CC1)Nc1ccccc1C(=O)NCCc1ccccc1,i,8,i,1,2,3,0,0,-19
Cc1ccc(OCC(=O)N2CCCCC2)c(Br)c1,i,-9,i,-2,-7,3,5,-1,-12
CCOc1cc(N2CCOCC2)c(OCC)cc1NC(=O)CN1CCCC1,i,-6,i,-2,-6,-1,0,-15,4
O=C(COc1c(Br)cc(Br)c2cccnc12)N1CCc2ccccc2C1,i,1,i,9,31,-1,7,2,-2
COc1ccccc1N1CCN(C(=O)Nc2ccc(F)c(Cl)c2)CC1,i,10,i,-1,13,3,2,-1,-2
CC(C)c1cc(C(C)C)c(S(=O)(=O)NC(c2ccccn2)C23CC2C3)c(C(C)C)c1 (centres undefined),nt,7,i,18,8,nt,-2,-1,nt
Nn1c(Cc2cccc3ccccc23)n[nH]c1=S,i,-9,i,1,-6,0,6,3,-4
Cc1ccsc1CN(C)C(=O)c1cc(S(=O)(=O)N2CCOCC2)ccc1N1CCCC1,i,-2,i,-5,2,-1,-2,1,-5
CCOC(=O)C1=C[C@@H](C(C)C)N(S(=O)(=O)c2ccc(C)cc2)[C@H]1c1ccc(C(F)(F)F)cc1,i,13,i,-1,24,1,-4,-2,6
O=C1CC2CCCC(C1)S2=O (centres undefined),i,8,i,-2,-8,-1,-4,3,-11
CC[C@]12c3[nH]c4ccc(OC)cc4c3CCN1C(=O)C(CC(=O)NCCN1CCOCC1)C[C@@H]2C(=O)N1CCN(C(=O)C2CC2)CC1 (some centres undefined),i,-6,i,-1,-10,-2,2,-10,16
S=C(Nc1ccccc1Cl)NC1CCC(NC(=S)Nc2ccccc2Cl)CC1 (centres undefined),i,1,i,2,-4,-3,8,4,14
CC(C)(C)C(=O)Nc1cc2c3c(c1)CCC(=O)N3CCC2,i,12,i,1,-9,-2,-1,-5,9
Cc1cc(C)nc(-n2nc(C)cc2NC(=O)CN2CCCC(C)C2)n1 (centres undefined),i,8,i,2,-3,2,2,-1,10
O=C(OCC(=O)N1CCOCC1)c1ccc2[nH]c3c(c2c1)CCCC3,i,3,i,-3,-3,-2,7,-1,-4
COc1ccc(NS(=O)(=O)c2ccc3oc(=O)c4[nH]c(=O)c(=O)n(C)c4c3c2)cc1,i,10,i,0,2,1,4,0,9
CSCCC(=O)N1CCCC(N(C)CCc2ccccc2)C1 (centres undefined),i,-26,i,2,-7,2,1,0,-5
CC(C)CC(=O)NC(=S)N(Cc1ccccc1)Cc1ccccc1,i,1,i,-6,23,-1,-4,-6,-68
COc1ccc(/C=C(\NC(=O)c2ccc(Cl)cc2)C(=O)NCCCN2CCOCC2)cc1OC,i,-10,i,-5,-4,2,-2,4,2

Four compounds from above, reduced to Neddylation inh:
mol | Neddylation inh
O=C(OCC(=O)N1CCOCC1)c1ccc2[nH]c3c(c2c1)CCCC3 | i
COc1ccc(NC(=O)COC(=O)c2ccc(NS(=O)(=O)/C=C/c3ccccc3)cc2)cc1 | i
COc1ccc(/C=N/NC(=O)Cc2csc(Nc3cccc(C(F)(F)F)c3)n2)c(OC)c1 | i
O=C1CC2CCCC(C1)S2=O (centres undefined) | i

Next structures follow.
smiles,Rpn11 block,SKN-1 inh,Neddylation inh,NadD block,FAS-TE inh,Rin1-Abl PPI inh,MT1-MMP act inh,CSN inh,MLLE-PAM2 inh
CCn1c(C)c2c(C)nnc(C)c2c1C,i,6,i,1,-4,-3,2,4,8
O=C(Nc1ccccc1)c1ccn[nH]1,i,16,i,-5,-7,-1,-2,0,3
O=C1/C(=C\c2ccc(O)c(O)c2)C(c2ccccc2)=NN1c1ccccc1,i,1,i,18,-1,7,5,1,-34
CC(=O)OC1CCC2(C)C(COc3ccc4ccc(=O)oc4c3)C(C)(O)CCC2C1(C)C (centres undefined),i,0,nt,-5,13,-4,-34,-1,4
O=C(NCc1cccnc1)c1cc(-c2ccco2)on1,i,7,i,1,-9,2,-4,2,6
COc1ccccc1C1C(C(=O)c2ccc(C)o2)=C(O)C(=O)N1c1cc(C)on1 (centres undefined),i,7,i,3,-6,0,0,1,10
CCC(c1nnnn1CCOC)N1CCN(Cc2ccccc2OC)CC1 (centres undefined),i,-26,i,-7,-6,-2,3,-3,-3
CC(C)(C)C(=O)NC1CC2CCCC(C1)N2C(=O)Nc1ccccc1 (centres undefined),i,-1,i,-1,-1,1,-1,-1,-12
Clc1ccccn1,i,12,i,3,1,0,-7,3,3
COc1ccc(CNC(=O)c2ccccc2SCC(=O)N2CCCC2)cc1OC,i,13,i,-2,-1,4,2,-2,-14
COc1cccc(NC(=O)CN(C)C(=O)c2ccc3c(c2)CC(c2ccccc2)OC3=O)c1 (centres undefined),i,12,i,4,2,2,-2,-2,5
Cc1c(S(=O)(=O)Nc2cccc3ccccc23)c(=O)n(C)c(=O)n1C,i,-13,i,-5,-3,1,3,-4,1
COCCn1c(C)cc(C2=NNC(=Nc3ccccc3F)SC2)c1C,i,-15,i,38*,-22,6,8,1,2
COc1cccc(N2[C@@H](CC(C)=O)c3cc(C(F)(F)F)ccc3S2(=O)=O)c1,i,-1,i,-10,2,1,0,0,6
COc1ccc(CN2C(=O)CN(C3CCCCCC3)C(=O)C2c2ccc(OC)c(OC)c2)cc1 (centres undefined),i,16,i,-5,9,1,1,1,-5
Cn1c(=O)c2cc(S(=O)(=O)NC(C(=O)NCc3ccccn3)c3ccccc3)ccc2n(C)c1=O (centres undefined),i,1,i,-4,-6,3,-3,1,5
O=C(O)c1ccccc1C(=O)NNc1ccc(F)cc1F,i,-7,i,0,11,0,-4,-3,15
Cc1ccccc1C(=O)OC1OC(=O)C(Cl)=C1N1CCOCC1 (centres undefined),i,14,i,-5,13,-6,-1,-8,-12
Cc1cccc(C(=O)NCCc2ccccc2)c1,i,22,i,-2,-4,-2,1,-3,0
O=C(c1ccc(Cl)c(Cl)c1)N(Cc1ccco1)c1ccc(O)cc1,i,12,i,-4,17,-3,-5,5,8
COc1ccccc1NC(=O)Cn1cnc2sc(C(=O)Nc3cc(OC)c(OC)c(OC)c3)c(C)c2c1=O,i,18,i,-3,10,0,-3,0,14
Cc1ccc(C)c(OCC(=O)Nc2ccc(S(=O)(=O)Nc3ccccn3)cc2)c1,i,10,i,5,-3,-3,6,-7,-10
Cc1nn(C)cc1CNC(=O)c1ccccc1Br,i,-11,i,-2,-3,4,3,-2,-9
CCCNS(=O)(=O)c1ccc(OC)c(Cl)c1Cl,i,5,i,-3,-3,-2,5,-4,-7
Cc1ccc2c(c1)CCCN2C(=O)c1cc2ccccc2oc1=O,i,-30,i,-6,4,-3,4,4,-6
NC(=O)C1=C[C@@H](C2CCCCC2)C[C@@H](OCCCCO)O1,i,14,i,4,-7,4,5,2,4
COCCCn1c(SCc2nnc(-c3ccc(OC)c(OC)c3)o2)nc2ccccc2c1=O,i,1,i,-11,17,-1,0,-1,11
CN1CCN(C(=O)c2ccc(Oc3ccc([N+](=O)[O-])cc3)cc2)CC1,i,1,i,-4,-1,-1,1,-4,9
O=C(NCc1ccc(Cl)cc1)C1CCCN(c2cnccn2)C1 (centres undefined),i,-3,i,-9,-6,4,-1,0,12
CC(NCc1cc(Br)ccc1OCC(=O)NCc1ccccc1)c1ccccc1 (centres undefined),i,-3,i,-4,27,0,-6,0,0
COc1cc(COCC(O)CN2CCN(Cc3ccccc3)CC2)cc(OC)c1OC (centres undefined),i,0,i,-9,-7,4,0,6,10

Rows were taken by chance; 3.9% or so of the library scored in one or more.
